# Screening data: PubChem, Broad Institute
# INS-1E rescue – preserves ATP levels in cytokine-treated INS-1E cells. 0.1% of 20,000 active. AID 488910. INS-1E cytokine-induced death, ATP luminescence, 48 h; normalised: neutral wells 0, positive control 100. protection from cytokine-induced ATP loss, % at 10 µM;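 active = mean replicate protection from cytokine-induced ATP loss at least 50% and at least 75% of replicates each reaching 50%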
#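 Assay system: INS-1E rat cells / Quantity: 8000 cells per well / Medium: RPMI without phenol red, 5% FBS / Probe or stimulus: three-cytokine cocktail (IFN-γ, TNF-α, IL-1β) / Dosing: one compound concentration, pin transfer / Timing: 48 h co-treatment, 10 min post-lysis read / Technique: CellTiter-Glo luminescence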
# T cruzi intra – inhibitors of intracellular Trypanosoma cruzi | intracellular Trypanosoma cruzi in host cells, plate reader | activity score (inhibition), % at 5.01 µM | 4.9% of 22,000 active | AID 651903; in the data active = activity score above about 55%;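 note: parasites and compound incubated about four days before reading; 0% = median of neutral control wells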
# * = called active by the depositor; . = no result given. Only part of the results is shown; count on the stated rates, not on these rows.
# Fields – INS-1E rescue | T cruzi intra
C[C@@H]1CN([C@@H](C)CO)C(=O)c2cccc(NC(=O)Nc3ccc(F)cc3)c2O[C@@H]1CN(C)C(=O)Nc1ccc(F)cc1
→ -6.6 | -10.8
COc1ccc(CN(C)C[C@@H]2Oc3c(NC(=O)c4ccc(-c5nccs5)cc4)cccc3C(=O)N([C@@H](C)CO)C[C@H]2C)cc1
→ -20.3 | 30.9
C[C@@H]1CN([C@H](C)CO)C(=O)Cc2cc(NC(=O)C3CC3)ccc2O[C@H]1CN(C)S(=O)(=O)c1ccc(F)cc1
→ 8.8 | 4.2
C[C@H](CO)N1C[C@H](C)[C@@H](CN(C)C(=O)NC2CCCCC2)Oc2c(NC(=O)Nc3ccc4c(c3)OCO4)cccc2C1=O
→ 5.2 | 13.4
Cc1cc(C(=O)Nc2cccc3c2O[C@@H](CN(C)CC2CC2)[C@@H](C)CN([C@@H](C)CO)C3=O)n(C)n1
→ 5.0 | -23.4
C[C@@H]1CN([C@@H](C)CO)C(=O)c2cccc(NC(=O)Nc3ccccc3)c2O[C@@H]1CN(C)Cc1ccc(C(F)(F)F)cc1
→ -37.8 | -33.4
C[C@H]1CN([C@@H](C)CO)C(=O)CCCn2nncc2CO[C@@H]1CN(C)C(=O)NC1CCCCC1
→ . | -4.9
CC(C)NC(=O)N(C)C[C@H]1OCCCC[C@@H](C)Oc2ccc(NC(=O)Nc3ccc4c(c3)OCO4)cc2C(=O)N([C@H](C)CO)C[C@@H]1C
→ -3.0 | -5.8
C[C@@H]1CN([C@@H](C)CO)C(=O)Cc2cc(NC(=O)Cc3cn(C)c4ccccc34)ccc2O[C@@H]1CN(C)S(=O)(=O)c1ccc(F)cc1
→ -1.2 | 29.5
C[C@H](CO)N1C[C@H](C)[C@H](CN(C)CC2CCCCC2)OCc2cn(nn2)CCCC1=O
→ . | -7.1
COc1ccc(NC(=O)N(C)C[C@H]2Oc3ccc(NC(=O)Nc4c(C)noc4C)cc3C(=O)N([C@H](C)CO)C[C@@H]2C)cc1
→ 4.0 | -23.7
C[C@@H]1CN([C@H](C)CO)C(=O)c2cccc(NC(=O)C3CC3)c2O[C@@H]1CN(C)C(=O)Nc1ccc2c(c1)OCO2
→ 10.6 | 18.8
C[C@@H]1CN([C@@H](C)CO)C(=O)c2cccc(NC(=O)C3CCCCC3)c2O[C@@H]1CN(C)Cc1ccc(Oc2ccccc2)cc1
→ -65.3 | 16.9
C[C@H](CO)N1C[C@H](C)[C@H](CN(C)CC2CCCCC2)Oc2c(NC(=O)NC3CCCCC3)cccc2C1=O
→ -23.5 | -16.0
C[C@H](CO)N1C[C@H](C)[C@H](CN(C)CC2CC2)Oc2ccc(NC(=O)C3CCCCC3)cc2C1=O
→ 0.6 | 15.6
Cc1cc(C(=O)Nc2cccc3c2O[C@@H](CN(C)C)[C@@H](C)CN([C@@H](C)CO)C3=O)n(C)n1
→ 2.0 | -18.0
C[C@@H]1CN([C@H](C)CO)C(=O)Cc2cc(NC(=O)CCC(F)(F)F)ccc2O[C@H]1CN(C)Cc1ccc(C(F)(F)F)cc1
→ -6.8 | 49.4
Cc1noc(C)c1NC(=O)N(C)C[C@H]1Oc2ccc(NC(=O)NC3CCCCC3)cc2C(=O)N([C@@H](C)CO)C[C@@H]1C
→ 11.0 | -19.1
C[C@H]1CN([C@@H](C)CO)C(=O)c2cccc(NC(=O)c3cnccn3)c2O[C@H]1CN(C)Cc1ccc(Oc2ccccc2)cc1
→ -19.0 | 22.6
Cc1noc(C)c1NC(=O)N(C)C[C@H]1Oc2ccc(NC(=O)Cc3cn(C)c4ccccc34)cc2CC(=O)N([C@@H](C)CO)C[C@@H]1C
→ 5.9 | 0.3
Cc1cc(C(=O)Nc2cccc3c2O[C@@H](CN(C)Cc2ccncc2)[C@@H](C)CN([C@H](C)CO)C3=O)n(C)n1
→ 3.2 | -11.1
COc1ccc(NC(=O)Nc2cccc3c2O[C@@H](CN(C)Cc2ccc(C(=O)O)cc2)[C@H](C)CN([C@@H](C)CO)C3=O)cc1
→ 11.9 | -33.3
Cc1ccc(S(=O)(=O)N(C)C[C@H]2Oc3ccc(NC(=O)CCN4CCOCC4)cc3CC(=O)N([C@@H](C)CO)C[C@H]2C)cc1
→ 9.1 | -0.4
C[C@H](CO)N1C[C@H](C)[C@@H](CN(C)C(=O)Nc2ccc(F)cc2)Oc2ccc(NC(=O)C3CC3)cc2C1=O
→ 4.3 | -21.6
COc1ccc(NC(=O)Nc2ccc3c(c2)C(=O)N([C@@H](C)CO)C[C@@H](C)[C@H](CN(C)C(=O)Nc2ccc(F)cc2)O3)cc1
→ 7.5 | 2.6
C[C@H]1CN([C@@H](C)CO)C(=O)CCCn2cc(nn2)CO[C@H]1CN(C)Cc1cccnc1
→ . | -13.7
C[C@H]1CN([C@@H](C)CO)C(=O)Cc2cc(NS(=O)(=O)c3cn(C)cn3)ccc2O[C@H]1CN(C)S(=O)(=O)c1ccccc1
→ 6.2 | -6.4
C[C@H]1CN([C@@H](C)CO)C(=O)c2cc(NS(=O)(=O)c3ccc(F)cc3)ccc2O[C@@H]1CN(C)C(=O)Nc1cccc2ccccc12
→ 4.9 | 3.9
Cc1ccc(S(=O)(=O)Nc2cccc3c2O[C@@H](CN(C)Cc2ccncc2)[C@@H](C)CN([C@@H](C)CO)C3=O)cc1
→ 4.1 | 9.7
C[C@H]1CN([C@@H](C)CO)C(=O)c2cc(NC(=O)Cc3ccccc3)ccc2O[C@H]1CN(C)C(=O)Nc1ccc(F)cc1
→ -1.5 | -17.0

# Fields – INS-1E rescue | T cruzi intra
C[C@H](CO)N1C[C@H](C)[C@@H](CN(C)S(=O)(=O)c2ccccc2)Oc2ccc(NC(=O)Cc3ccccc3)cc2C1=O
→ -4.2 | -4.1
C[C@@H]1CN([C@H](C)CO)C(=O)c2cc(NC(=O)Cc3ccccc3)ccc2O[C@@H]1CN(C)S(=O)(=O)c1ccc(F)cc1
→ -1.4 | 7.6
COc1ccc(S(=O)(=O)Nc2ccc3c(c2)CC(=O)N([C@@H](C)CO)C[C@H](C)[C@H](CN(C)C(=O)NC(C)C)O3)cc1
→ 3.0 | -35.7
C[C@H]1CN([C@@H](C)CO)C(=O)c2cc(NC(=O)Nc3ccc(C(F)(F)F)cc3)ccc2O[C@@H]1CN(C)S(=O)(=O)c1ccc(Cl)cc1
→ -14.9 | 25.1
Cc1ccc(S(=O)(=O)Nc2cccc3c2O[C@H](CN(C)Cc2ccc(C(F)(F)F)cc2)[C@H](C)CN([C@H](C)CO)C3=O)cc1
→ -23.2 | 54.5
Cc1noc(C)c1NC(=O)N(C)C[C@@H]1Oc2c(NC(=O)Nc3ccc4c(c3)OCO4)cccc2C(=O)N([C@H](C)CO)C[C@@H]1C
→ 6.7 | -2.9
C[C@@H]1CN([C@@H](C)CO)C(=O)Cc2cc(NC(=O)Nc3ccc(C(F)(F)F)cc3)ccc2O[C@@H]1CN(C)Cc1ccc(Cl)c(Cl)c1
→ -36.6 | 56.5*
Cc1ccc(S(=O)(=O)N(C)C[C@H]2Oc3ccc(NS(C)(=O)=O)cc3CC(=O)N([C@@H](C)CO)C[C@@H]2C)cc1
→ 7.2 | 0.7
COc1ccc(S(=O)(=O)Nc2cccc3c2O[C@@H](CN(C)S(=O)(=O)c2ccc(Cl)cc2)[C@H](C)CN([C@@H](C)CO)C3=O)cc1
→ 9.4 | 15.5
C[C@H](CO)N1C[C@H](C)[C@H](CN(C)C(=O)NC2CCCCC2)Oc2c(NS(=O)(=O)c3cn(C)cn3)cccc2C1=O
→ 10.8 | -5.0
COc1ccc(NC(=O)N(C)C[C@@H]2Oc3c(NC(=O)Nc4ccc(F)cc4)cccc3C(=O)N([C@H](C)CO)C[C@@H]2C)cc1
→ -9.0 | -2.4
C[C@H](CO)N1C[C@H](C)[C@@H](CN(C)S(=O)(=O)c2cn(C)cn2)Oc2ccc(NC(=O)C3CC3)cc2C1=O
→ 6.8 | -5.9
COc1cccc(-c2cnc3c(c2)C(=O)N([C@H](C)CO)C[C@H](C)[C@H](CN(C)C(=O)NC2CCCCC2)O3)c1
→ . | 7.5
C[C@@H]1CN([C@H](C)CO)C(=O)c2cc(NS(=O)(=O)c3ccc(Cl)cc3)ccc2O[C@H]1CN(C)Cc1ccc2c(c1)OCO2
→ . | -19.2
CC(C)NC(=O)Nc1ccc2c(c1)CC(=O)N([C@H](C)CO)C[C@@H](C)[C@H](CN(C)S(=O)(=O)c1ccc(F)cc1)O2
→ 4.9 | 4.9
C[C@H](CO)N1C[C@H](C)[C@H](CN(C)C(=O)Nc2ccc(C(F)(F)F)cc2)Oc2ccc(NC(=O)Nc3ccccc3)cc2CC1=O
→ -10.8 | 5.5
Cc1ccc(S(=O)(=O)Nc2cccc3c2O[C@@H](CN(C)CC2CCCCC2)[C@@H](C)CN([C@H](C)CO)C3=O)cc1
→ -12.0 | -60.4
N#Cc1ccc(/C=N/NC(=O)CCCCCCC(=O)O)cc1
→ 6.5 | -5.2
COc1ccc(S(=O)(=O)N(C)C[C@@H]2Oc3c(NC(=O)Nc4ccc(F)cc4)cccc3C(=O)N([C@H](C)CO)C[C@@H]2C)cc1
→ -0.5 | -16.4
CCOc1cc(/C=N/NC(=O)CCCCCCC(=O)OC)ccc1O
→ 5.8 | -3.0
CCOC(=O)N(C)C[C@H]1OCc2cn(nn2)CCCC(=O)N([C@@H](C)CO)C[C@H]1C
→ . | -3.4
C[C@H](CO)N1C[C@H](C)[C@H](CN(C)Cc2ccc(-c3ccccc3)cc2)Oc2ccc(NC(=O)Nc3ccccc3)cc2C1=O
→ -6.2 | 9.3
C[C@H](CO)N1C[C@H](C)[C@@H](CN(C)Cc2ccccc2)Oc2c(NC(=O)NC3CCCCC3)cccc2C1=O
→ -7.8 | 11.7
C[C@@H]1CN([C@@H](C)CO)C(=O)c2cccc(NC(=O)C3CCCCC3)c2O[C@H]1CN(C)Cc1ccccc1
→ -2.6 | 33.3
COc1ccc(NC(=O)N(C)C[C@H]2OCc3cnnn3CCCC(=O)N([C@@H](C)CO)C[C@H]2C)c(OC)c1
→ . | -5.3
CC(C)NC(=O)N(C)C[C@H]1Oc2ccc(N(C)C)cc2C(=O)N([C@@H](C)CO)C[C@H]1C
→ . | -8.9
C[C@@H]1CN([C@H](C)CO)C(=O)Cc2cc(NC(=O)c3ccncc3)ccc2O[C@H]1CN(C)S(=O)(=O)c1ccccc1
→ 4.4 | -15.0
CNC[C@@H]1Oc2c(NC(=O)C3CCCCC3)cccc2C(=O)N([C@@H](C)CO)C[C@H]1C
→ 11.4 | -16.1
COc1ccc(S(=O)(=O)N(C)C[C@H]2Oc3ccc(N(C)C)cc3C(=O)N([C@@H](C)CO)C[C@H]2C)cc1
→ . | 18.2
CC(C)NC(=O)N(C)C[C@@H]1Oc2ccc(NS(=O)(=O)c3cccs3)cc2C(=O)N([C@@H](C)CO)C[C@@H]1C
→ 4.6 | -10.4

# Retrieved by structure from the list above:
# Fields – INS-1E rescue | T cruzi intra
COc1cccc(-c2cnc3c(c2)C(=O)N([C@H](C)CO)C[C@H](C)[C@H](CN(C)C(=O)NC2CCCCC2)O3)c1
→ . | 7.5
Cc1ccc(S(=O)(=O)Nc2cccc3c2O[C@@H](CN(C)CC2CCCCC2)[C@@H](C)CN([C@H](C)CO)C3=O)cc1
→ -12.0 | -60.4
CC(C)NC(=O)Nc1ccc2c(c1)CC(=O)N([C@H](C)CO)C[C@@H](C)[C@H](CN(C)S(=O)(=O)c1ccc(F)cc1)O2
→ 4.9 | 4.9
C[C@H](CO)N1C[C@H](C)[C@@H](CN(C)Cc2ccccc2)Oc2c(NC(=O)NC3CCCCC3)cccc2C1=O
→ -7.8 | 11.7
C[C@H](CO)N1C[C@H](C)[C@@H](CN(C)S(=O)(=O)c2cn(C)cn2)Oc2ccc(NC(=O)C3CC3)cc2C1=O
→ 6.8 | -5.9
C[C@H](CO)N1C[C@H](C)[C@H](CN(C)C(=O)NC2CCCCC2)Oc2c(NS(=O)(=O)c3cn(C)cn3)cccc2C1=O
→ 10.8 | -5.0
CCOC(=O)N(C)C[C@H]1OCc2cn(nn2)CCCC(=O)N([C@@H](C)CO)C[C@H]1C
→ . | -3.4

# Additional compounds follow:
# Fields – INS-1E rescue | T cruzi intra
C[C@H](CO)N1C[C@H](C)[C@@H](CN(C)Cc2ccc(Cl)c(Cl)c2)Oc2ccc(NC(=O)NC3CCCCC3)cc2C1=O
→ . | 19.9
C[C@H]1CN([C@@H](C)CO)C(=O)c2cccc(NC(=O)Nc3ccc(C(F)(F)F)cc3)c2O[C@H]1CN(C)S(C)(=O)=O
→ -2.6 | -8.8
C[C@H](CO)N1C[C@H](C)[C@@H](CN(C)Cc2ccccc2)Oc2c(NC(=O)c3ccncc3)cccc2C1=O
→ -6.5 | 79.2*
Cc1noc(C)c1NC(=O)Nc1ccc2c(c1)C(=O)N([C@H](C)CO)C[C@@H](C)[C@H](CN(C)Cc1ccc(C(F)(F)F)cc1)O2
→ -3.8 | 0.1
C[C@H]1CN([C@@H](C)CO)C(=O)Cc2cc(NC(=O)CCN3CCOCC3)ccc2O[C@H]1CN(C)CC1CC1
→ 5.4 | -16.0
C[C@@H]1CN([C@@H](C)CO)C(=O)c2cc(NC(=O)C3CC3)ccc2O[C@@H]1CN(C)S(=O)(=O)c1ccc(Cl)cc1
→ 1.6 | 18.5
Cc1cc(C(=O)Nc2cccc3c2O[C@H](CN(C)S(=O)(=O)c2c(C)noc2C)[C@H](C)CN([C@H](C)CO)C3=O)n(C)n1
→ 0.3 | -8.9
C[C@H](CO)N1C[C@H](C)[C@H](CN(C)CC2CC2)Oc2ccc(NC(=O)Cc3ccccc3)cc2CC1=O
→ 12.2 | -22.1
C[C@H](CO)N1C[C@H](C)[C@@H](CN(C)Cc2ccc3cccnc3c2)OCc2cnnn2CCCC1=O
→ . | 43.7
C[C@@H]1CN([C@H](C)CO)C(=O)c2cccc(NS(=O)(=O)c3cn(C)cn3)c2O[C@@H]1CN(C)S(=O)(=O)c1ccc(Cl)cc1
→ 4.0 | -7.7
